MIN6 prolif = MIN6 beta-cell proliferation induction | MIN6 cells proliferation, ATPlite luminescence, 48 h; cells starved in 0.2% serum; 100% = growth in 10% serum | proliferation, % at 10 µM | 0.29% of 330,000 active | AID 2380;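 active = compounds whose signal lies at least 3.5 SD above the mean of all wells on their plate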;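 also: 0% = DMSO-treated cells in low-serum medium and 100% = 10% serum control; some compounds called inactive have numbers as strong as hits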
NLRP3 yeast inh = NALP3 inhibition in yeast | Yeast reconstituted NLRP3/ASC/caspase-1, beta-gal luminescence, 24 h | inhibition, % at 10 µM | 0.39% of 330,000 active | AID 2825;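 active = inhibition of 50% or more; inactive = inhibition below 50%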;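 also: plate controls were induced DMSO wells for no effect and uninduced yeast grown without galactose for full effect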
tim10-1 inh = inhibits growth of tim10-1 mutant yeast | S. cerevisiae tim10-1 ts strain growth, BacTiter-Glo, 24 h | 2.2% of 330,000 active | inhibition, % at 20 µM;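 active = inhibition of at least 40%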;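 also: mutant grown at 25 °C; 0% = DMSO wells with yeast and 100% = wells holding no yeast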
mIAP inh = blocks mouse intestinal alkaline phosphatase. inhibition, % at 10 µM. purified mouse IAP, CDP-Star luminescence, 30 min. 0.2% of 330,000 active;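 active = inhibition of at least 40% at 10 µM in the primary screen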;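 also: plate controls were DMSO with enzyme for no effect and no enzyme wells for full effect; values of inactives mirror those of a sister screen read the other way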
hIAP block = blocks human intestinal alkaline phosphatase; P09923; purified IAP, CDP-Star luminescence, 30 min; inhibition, % at 10 µM; 0.12% of 330,000 active;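 active = inhibition reaching a set limit with compound at 10 µM in the primary screen, cut at about 35% in these data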;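 also: plate controls were DMSO wells with enzyme for no effect and no-enzyme buffer wells for full effect; values of inactives mirror those of a sister screen read the other way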
Target sequence (P09923 whole entry, looked up): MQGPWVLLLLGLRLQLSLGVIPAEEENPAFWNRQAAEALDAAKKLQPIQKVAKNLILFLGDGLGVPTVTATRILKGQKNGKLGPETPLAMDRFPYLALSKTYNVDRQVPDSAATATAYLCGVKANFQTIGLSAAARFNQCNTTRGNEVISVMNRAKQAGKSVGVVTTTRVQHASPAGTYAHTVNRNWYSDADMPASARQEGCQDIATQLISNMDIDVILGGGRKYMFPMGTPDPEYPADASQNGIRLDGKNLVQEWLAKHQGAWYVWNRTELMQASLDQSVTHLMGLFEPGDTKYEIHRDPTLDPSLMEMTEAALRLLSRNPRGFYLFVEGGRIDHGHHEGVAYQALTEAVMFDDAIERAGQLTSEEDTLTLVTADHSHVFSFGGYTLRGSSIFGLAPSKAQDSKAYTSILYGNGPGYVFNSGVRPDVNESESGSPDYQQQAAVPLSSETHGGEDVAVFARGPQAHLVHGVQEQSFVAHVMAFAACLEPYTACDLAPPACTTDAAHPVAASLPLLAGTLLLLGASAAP
TIM10 inh = inhibits growth of TIM10 yeast strain; AID 463195; 1.4% of 330,000 active; inhibition, % at 10 µM; S. cerevisiae TIM10 strain growth, BacTiter-Glo luminescence, 24 h;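 active = inhibition of 40% or more at the single tested concentration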;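 also: wild-type TIM10 isogenic control strain grown at permissive 25 °C; 0% = DMSO yeast wells and 100% = minimal medium wells without yeast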
APOBEC3G inh = APOBEC3G (human) deaminase inhibition; Q9HC16; recombinant A3G, ssDNA deamination FAM/TAMRA fluorescence; inhibition, % at 20 µM; 0.28% of 330,000 active;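 active = inhibition of at least 40% at 20 µM, with no more than 30% in the related APOBEC3A deaminase screen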;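 also: plate controls were DMSO wells with A3G for no effect and wells lacking A3G enzyme for full effect; some compounds called inactive have numbers as strong as hits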
Target sequence (Q9HC16 whole entry, looked up): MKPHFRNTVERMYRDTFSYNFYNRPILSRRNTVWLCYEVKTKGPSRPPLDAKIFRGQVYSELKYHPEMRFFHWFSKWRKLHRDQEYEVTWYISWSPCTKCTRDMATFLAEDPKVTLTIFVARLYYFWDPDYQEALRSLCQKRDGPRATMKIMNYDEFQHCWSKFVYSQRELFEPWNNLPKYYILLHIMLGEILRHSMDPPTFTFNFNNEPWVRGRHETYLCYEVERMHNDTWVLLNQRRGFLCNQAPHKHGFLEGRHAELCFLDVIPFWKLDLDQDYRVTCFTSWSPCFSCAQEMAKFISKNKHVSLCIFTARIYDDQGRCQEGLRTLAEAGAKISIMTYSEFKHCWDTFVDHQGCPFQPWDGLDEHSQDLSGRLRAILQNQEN
APOBEC3A inh = inhibitors of human APOBEC3A DNA deaminase | P31941 | recombinant A3A, FAM/TAMRA ssDNA deamination fluorescence | inhibition, % at 20 µM | 0.41% of 330,000 active;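 active = at least 40% inhibition at 20 µM here, with at most 30% in a related deaminase screen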;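 also: plate controls were A3A with DMSO for no effect and wells lacking A3A enzyme for full effect; some results filed as inactive read as strong as hits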
Target sequence (P31941 whole entry, looked up): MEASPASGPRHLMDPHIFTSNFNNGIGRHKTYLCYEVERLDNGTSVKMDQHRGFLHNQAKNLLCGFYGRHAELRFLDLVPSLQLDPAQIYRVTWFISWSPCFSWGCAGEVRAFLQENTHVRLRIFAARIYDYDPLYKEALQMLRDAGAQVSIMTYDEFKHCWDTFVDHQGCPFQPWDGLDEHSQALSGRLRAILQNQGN
mIAP act = increases mouse intestinal alkaline phosphatase activity. 0.24% of 330,000 active. activation factor at 10 µM. muIAP, CDP-Star luminescence, 30 min; hits give high values; 1 = vehicle-only enzyme signal, 0 = enzyme-free wells;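 active = activation factor of at least 2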; also: the source names both 10 and 20 µM as test concentration; values of inactives mirror those of a sister screen read the other way
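Assay system: mouse IAP enzyme; Reagent: CDP-Star chemiluminescent phosphatase substrate; Compound: DMSO-dissolved test compounds; Incubation: 30 min, room temperature; Technique: luminescence from enzymatic CDP-Star hydrolysis; Controls: DMSO-only wells and no-enzyme negative control.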
* = called active by the depositor.

The opening 3 entries as a preview:
SMILES	MIN6 prolif	NLRP3 yeast inh	tim10-1 inh	mIAP inh	hIAP block	TIM10 inh	APOBEC3G inh	APOBEC3A inh	mIAP act
COC(=O)C(=C/C(C)=C/c1cccs1)C(=O)OC	-5	48	44*	3	-12	43*	-8	-5	0.97
CCOc1cc(C(=S)N2CCCC2)ccc1O	0	-1	7	7	-4	10	10	-7	0.93
COc1ccc(-c2cc(C(=O)N/N=C/c3ccc(OC)c(COCC(F)(F)C(F)F)c3)c3ccccc3n2)c(OC)c1	-1	13	26	4	6	14	-1	3	0.96

This part in full, from the start:
SMILES	MIN6 prolif	NLRP3 yeast inh	tim10-1 inh	mIAP inh	hIAP block	TIM10 inh	APOBEC3G inh	APOBEC3A inh	mIAP act
COC(=O)C(=C/C(C)=C/c1cccs1)C(=O)OC	-5	48	44*	3	-12	43*	-8	-5	0.97
CCOc1cc(C(=S)N2CCCC2)ccc1O	0	-1	7	7	-4	10	10	-7	0.93
COc1ccc(-c2cc(C(=O)N/N=C/c3ccc(OC)c(COCC(F)(F)C(F)F)c3)c3ccccc3n2)c(OC)c1	-1	13	26	4	6	14	-1	3	0.96
CCCCN(C(=O)CC1CCCC1)c1c(N)n(CCCC)c(=O)[nH]c1=O	2	9	-12	-2	0	8	-9	-1	1
O=C1NC(=S)N/C1=C/c1cccc2ccccc12	-3	11	11	5	-44	11	-5	-1	0.95
CC(CN1CCCCC1)OC(=O)c1ccc(Cl)cc1Cl (stereo not drawn)	3	4	10	-10	1	3	0	1	1.1
Cc1ccc(C)c(OC(=O)c2cncc(Br)c2)c1	0	4	8	7	-11	5	-4	-9	0.93
COc1ccc(C(=O)c2c3ccc(OC)cc3[n+]([O-])n2Cc2ccc(C(N)=O)cc2)cc1	-1	24	3	3	0	6	2	5	0.97
CC1Cc2ccccc2N1S(=O)(=O)c1cccs1 (stereo not drawn)	-4	-37	10	7	1	3	-1	-1	0.93
O=C(c1ccccc1NS(=O)(=O)c1cccc2cccnc12)N1CCOCC1	1	17	-7	-10	-5	7	1	0	1.1
O=C(CNC(=O)C1CCCCC1)OCC(=O)c1ccc(F)cc1	-2	14	14	-13	-3	4	0	0	1.1
Cc1ccc(S(N)(=O)=O)cc1NC(=O)C1CC2CCC1C2 (stereo not drawn)	-2	11	19	-4	6	13	-4	-1	1
Cc1cc(NC(=O)CSc2nnc(Nc3ccccc3)s2)no1	-2	-3	4	2	4	-1	-3	-3	0.97
CCOC(=O)C(C)On1c(-c2cccc(Cl)c2)nc2ccc([N+](=O)[O-])cc21 (stereo not drawn)	-6	9	21	8	6	15	15	1	0.92
CC1CCCC(N2CCN(C(=O)c3cccc(F)c3)CC2)C1 (stereo not drawn)	-3	6	0	-6	-29	-10	-1	-5	1.1
O=C(Nc1ccccc1)n1cc(-c2ccccn2)c(N2CCOCC2)n1	1	2	-1	4	-2	0	-6	-3	0.96
CC(C)NC(=O)C1CCN(C2CCN(C(=O)/C=C/c3cccs3)CC2)CC1	-3	8	15	-7	1	5	2	-10	1.1
Cc1nc2sc3c(c2c(=O)[nH]1)CCCC3	0	6	13	1	17	-18	-1	-1	0.99
O=Cc1ccc(O)c2ncccc12	-5	35	44*	1	-46	54*	-2	-3	0.99
CCCCc1ccc(/C(C)=N/Nc2cc(N3CCOCC3)nc(C)n2)cc1	-3	18	20	1	10	3	-6	-10	0.99
CC(C)c1ccc(S(=O)(=O)N2CCN(CC(=O)Nc3ccc4c(c3)OCO4)CC2)cc1	-1	1	52*	-11	-12	20	3	-1	1.1
COCc1cc(C)nc(SCC(=O)Nc2cccc(C)c2C)c1C#N	-2	10	11	8	-22	-7	-5	-5	0.92
COc1ccc(CN2CCN(c3cccc(C)c3C)CC2)cc1OC	-1	-36	11	-5	0	-1	-11	-4	1
COc1cc(C(=O)N/N=c2/sc3ccccc3n2C)cc(OC)c1OC	-4	8	7	0	-12	8	-6	-3	1
O=C(c1ccc(F)cc1Cl)N(Cc1ccco1)C1CCS(=O)(=O)C1 (stereo not drawn)	-2	19	-2	8	14	4	-10	-4	0.92

The listing continues:
SMILES	MIN6 prolif	NLRP3 yeast inh	tim10-1 inh	mIAP inh	hIAP block	TIM10 inh	APOBEC3G inh	APOBEC3A inh	mIAP act
CNC(=O)c1c(NC(=O)CCS(=O)(=O)c2ccc(C)cc2)sc2c1CCN(C(=O)OC)C2	1	1	-1	13	14	-4	-7	0	0.87
O=C(NC(=S)Nc1ccccc1O)c1ccccc1Cl	0	21	1	10	-3	-10	0	0	0.9
Cc1cc(NS(=O)(=O)c2ccc(NC(=O)C(C)Oc3ccccc3Cl)cc2)no1 (stereo not drawn)	-2	10	-3	5	-2	8	-2	2	0.95
Cc1[nH]n(-c2cccc(Cl)c2)c(=O)c1-c1ccccc1	0	-61	-73	12	4	-13	0	-1	0.88
CCCC1(CCC)NC(=O)N(CC(=O)N2CCc3ccccc32)C1=O	-4	0	-24	10	-8	-4	-1	0	0.9
CN(CC(=O)Nc1ccc(Cl)c(Cl)c1)Cc1nnc(-c2ccc(F)cc2)o1	-5	26	35	4	-22	-45	-4	-6	0.96
CN(C)c1ccc(N=Nc2ccccc2C(=O)OCC(=O)NCC2CCCCC2)cc1	-3	35	16	29	-4	31	1	0	0.71
CN(CC(=O)Nc1ccc2c(c1)OCCO2)Cc1nc2ccccc2c(=O)[nH]1	-2	15	-17	-9	-64	3	-5	-1	1.1
COc1ccccc1N1CCN(Cc2nc(N)nc(Nc3ccccc3)n2)CC1	2	11	4	1	-2	0	-3	-3	0.99
COc1ccc(C2=C(c3ccc(OC)c(OC)c3)CN3CCCCC3C2)cc1 (stereo not drawn)	-3	14	12	-2	2	9	0	-1	1
O=C(NC1CC1)c1ccc2c(c1)C1C3CCC(C3)C1C(c1ccccc1)N2 (stereo not drawn)	0	-2	50*	3	5	41*	3	0	0.97
CCCCn1c(SCC(=O)Nc2sc3c(c2C(N)=O)CCC3)nnc1-c1ccccc1	8.3*	4	21	2	4	14	-4	-2	0.98
O=C(NC(Cc1ccccc1)C(=O)O)/C(=C/c1ccc([N+](=O)[O-])cc1)NC(=O)c1ccc(Br)o1 (stereo not drawn)	0	11	-7	0	7	0	-13	4	1
O=C(Nc1c(-c2ccccc2)nc2ncccn12)c1cc2ccccc2oc1=O	0	8	19	2	4	12	-6	-1	0.98
COc1ccc(-c2c[n+](CC(=O)OC3CC(C)CCC3C(C)C)c3n2CCC3)cc1 (stereo not drawn)	-6	18	3	-21	-48	8	-1	0	1.2
COc1ccc(-c2nn(-c3ccccc3)cc2/C=C(\C#N)S(=O)(=O)c2ccccc2)cc1OC	-1	-2	-3	9	12	0	-9	-1	0.91
COc1ccc(-c2nc(CN3CCC(C(=O)N4CCOCC4)CC3)c(C)o2)cc1C	2	-7	-9	-7	-2	6	1	1	1.1
CCN1C(=O)/C(=C/N2CCc3ccccc3C2)SC1=S	-3	38	26	16	17	-10	-5	2	0.84
Cc1nnc(SCCn2c(N3CC(C)CC(C)C3)nc3c2c(=O)[nH]c(=O)n3C)s1 (stereo not drawn)	5	8	26	-2	4	8	-2	0	1
O=C(c1ccco1)N1CCN(C(=O)N2CCCCC2)CC1	-4	14	8	-1	13	11	-6	-2	1
CCOC(=O)C1CCN(C(=O)N(C)C)CC1	-4	11	19	2	-17	-19	-5	-3	0.98
CCN(CC(=O)Nc1ccc(Br)c(C)c1)CC(=O)NC(C)C	-2	-10	10	-8	10	15	-11	-1	1.1
COc1ccc(CCC(C)Nc2ccccc2F)cc1 (stereo not drawn)	0	27	-3	-3	-9	-13	-2	1	1
CC12CCC(C(=O)Nc3cccc4ccccc34)(C1Br)C2(C)C (stereo not drawn)	-5	7	38	-7	-12	29	-9	3	1.1
CC(=O)Nc1ccc(NC(=O)C2CCC(N3C(=O)C4C5C=CC(C6CC56)C4C3=O)CC2)cc1 (stereo not drawn)	-3	11	-5	-8	-6	6	9	-1	1.1

(listing goes on)
SMILES	MIN6 prolif	NLRP3 yeast inh	tim10-1 inh	mIAP inh	hIAP block	TIM10 inh	APOBEC3G inh	APOBEC3A inh	mIAP act
CCCOc1ccc(-c2cnc(N)s2)cc1	-1	21	14	3	-4	13	-7	-5	0.97
O=C(O)CCc1ccc(-c2ccc(F)cc2)n1CC(=O)O	0	-10	0	-3	-23	-5	-3	0	1
Cc1sc2nc(SCC(=O)N3CC(C)OC(C)C3)n(C)c(=O)c2c1C (stereo not drawn)	1	16	-6	9	9	-10	-3	3	0.91
O=S(=O)(c1ccc(Cl)cc1)N1CCN(c2ccccn2)CC1	-1	20	16	0	-6	18	-7	-6	1
COC(=O)c1cc(CC(=O)c2ccc(O)cc2O)c(C)o1	0	-6	15	7	13	16	-5	-2	0.93
COc1cc(C)c(S(=O)(=O)N2CCCC2)cc1C	-3	77*	3	7	-3	-10	-2	3	0.93
CCOc1ccc(-c2cc(C(=O)N/N=C/c3cccnc3)c3ccccc3n2)cc1	-5	24	17	9	2	1	-7	0	0.91
O=C(O)c1cccnc1Sc1ccc(Cl)cc1	1	-2	11	-10	4	2	-8	2	1.1
O=C(NCc1ccccc1)C1CCCN(C(=O)NCc2ccccc2)C1 (stereo not drawn)	3	10	2	-1	4	-15	-6	-4	1
CS(=O)(=O)N(CC(=O)N1CCC(C(N)=O)CC1)Cc1ccc(Cl)c(Cl)c1	-3	16	-15	-10	-30	-4	-4	-3	1.1
CCOC(=O)c1cn(-c2c(Cl)cccc2Cl)c2cc(Cl)c([N+](=O)[O-])cc2c1=O	-5	8	32	-3	-15	10	1	1	1
Cc1cc(C)c(S(=O)(=O)N(CC(=O)NCc2cccnc2)C2CCCCC2)c(C)c1	0	18	29	-3	-2	27	-4	-1	1
CC(C)CC1c2[nH]c3ccccc3c2CCN1C(=O)C1CCOCC1 (stereo not drawn)	-3	11	10	-8	-19	-7	-3	0	1.1
CCn1cc(C(=O)N2CCN(c3cccc(Cl)c3)CC2)c2cc(OC)c(OC)cc2c1=O	-1	7	18	-4	-14	16	-3	-1	1
CCOC(=O)c1cnc(SC)nc1Oc1cccc(NS(=O)(=O)c2ccccc2)c1	3	12	11	-1	16	-7	-3	-2	1
COc1ccc(C2/C=C\CN(C(=O)C3CCCC3)CC(=O)N2Cc2ccc(F)cc2)cc1 (stereo not drawn)	-2	-8	18	-1	-6	19	-12	-4	1
CCn1cc(CN2CCCC(CO)(Cc3cccc(Cl)c3)C2)cn1 (stereo not drawn)	-2	9	-3	7	-17	-3	-15	2	0.93
OC1(C#CCN2CCCC2)c2ccccc2-c2ccccc21	-3	4	-4	4	6	-8	-1	-1	0.96
CC1(C)Cc2ccccc2-c2nc(NCCCO)n(-c3ccccc3)c(=O)c21	0	10	35	0	-9	29	-5	0	0.99
O=C(NCCc1ccccc1)C(=O)NCc1ccncc1	-3	7	-5	-3	-2	-3	-2	2	1
O=C(O)CCCN(Cc1cccc(Br)c1)S(=O)(=O)c1ccc(Br)cc1	-1	2	28	-7	6	13	-3	5	1.1
CC(OC(=O)CN1C(=O)C2C3C=CC(C4CC34)C2C1=O)C(=O)c1ccccc1 (stereo not drawn)	-2	-1	6	-6	-3	-5	-2	-1	1.1
Cc1cccc(C(=O)NCCc2ccccc2)c1	-5	13	10	4	6	-13	1	0	0.96
Fc1ccccc1CNC(=S)Nc1cccc(C(F)(F)F)c1	0	12	47*	-167	22	43*	3	1	2.7*
COc1ccc(/C=C/C(=O)Nc2ccc(S(=O)(=O)N3CCOCC3)cc2)c(OC)c1	-1	8	15	5	9	12	-3	2	0.95
COc1ccc(/C=N/NC(=O)Nc2ccc3nsnc3c2)c(OC)c1	-4	26	9	12	11	3	-7	-1	0.88

From PubChem BioAssay

Not a hit list (roughly 4.6% active in at least one column).
